Source: PubChem (several laboratories)
NS5 inhibitors: Dengue-2 NS5 methyltransferase inhibitors, primary screen, biochemical, confirmation dose response (AID 588689); Dengue-2 NS5 methyltransferase capping enzyme assay, biochemical; higher % means a stronger effect; one-dose inhibition, % at 25 µM; IC50 in µM for titrated hits; 0.3% of 340,000 active; in the data active = a potency from the dose series
SV40 large T antigen: TAg ATPase/helicase activity blockers – biochemical (AID 1903) | SV40 large T antigen ATPase/helicase inhibition assay; higher % means a stronger effect | inhibition, % at 20 µM; hits with a dose series show IC50 in µM | 0.39% of 310,000 active; in the data active = a potency from the dose series; note: strong numbers were not always called active
GPR55 LPI antagonism: GPR55 antagonists blocking LPI-driven arrestin recruitment, primary screen, imaging, U2OS, beta-arrestin-GFP, LPI agonist (AID 2013); U2OS GPR55 beta-arrestin-GFP translocation imaging, LPI antagonism; higher % means a stronger effect; one-dose inhibition, % at 10 µM; IC50 in µM for titrated hits; 0.13% of 290,000 active;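 active = spots per cell inhibited over 60%, with over 100 cells counted and total cytoplasm intensity under 500,000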;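 note: U2OS cells stably carrying GPR55 and arrestin-GFP stimulated by 5 µM LPI near EC80; imaged beta-arrestin-GFP aggregate spots per cell after agonist stimulation; plate controls were LPI-stimulated DMSO wells for no effect and DMSO wells without LPI for full effect; some results filed as inactive read as strong as hits; confirmed hits need IC50 under 10 µM and bright autofluorescent wells are also inconclusive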
Rac1 GTP hydrolysis: MgcRacGAP GTPase-activating activity inhibitors, confirmation, biochemical, ADP Hunter fluorescence. 0.6% of 340,000 active. inhibition, % at 30 µM; hits with a dose series show IC50 in µM. MgcRacGAP-stimulated Rac1 GTP hydrolysis, ADP Hunter fluorescence; higher % means a stronger effect; GST-tagged Rac1 F28L mutant substrate. AID 624330;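 active = first-screen hits whose inhibition reached a set limit at any dose in the follow-up dose series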;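 note: fluorescence reports GDP produced by GAP-driven GTP hydrolysis; strong numbers were not always called active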
UTI89 phage lysis: protection from phage-mediated lysis, alamar blue read-out – E. coli UTI89, K1F phage, bacterial capsule biogenesis inhibitors (AID 488966); E. coli UTI89 K1F phage lysis, alamar blue, 2 h; higher % means a stronger effect; inhibition, % at 100 µM; hits with a dose series show IC50 in µM; 0.02% of 340,000 active;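 active = phage lysis inhibition, versus mean bacterial control, above a set limit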;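 note: capsule biogenesis inhibitors block K1F phage lysis so surviving cells raise fluorescence; higher fluorescence means more inhibition of phage lysis; actives were called in the ten point dose series up to 300 µM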
Salmonella PhoP GFP: PhoP-dependent GFP reporter repression – Salmonella Typhimurium, primary screen (AID 1863). S. Typhimurium PhoP-regulated promoter GFP reporter, 4 h; higher % means a stronger effect. inhibition, % at 50 µM, or IC50 in µM where a hit was titrated. 0.16% of 300,000 active;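 active = inhibition over 29.93%, a cutoff 3 SD above the screen mean, later confirmed by dose response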;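 note: 0% = low Mg2+ inducing control and 100% = high Mg2+ repressing control; strong numbers were not always called active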
RSV antiviral HEp-2: RSV antiviral activity via CPE protection, HEp-2 cells, primary 10 µM value included (AID 2391); CPE inhibition, % at 10 µM, or IC50 in µM where a hit was titrated; HEp-2 cells, RSV-induced CPE inhibition; higher % means a stronger effect; 0.13% of 310,000 active; in the data active = a potency from the dose series; note: strong numbers were not always called active
GPR35 arrestin U2OS: inhibition of zaprinast-stimulated GPR35 beta-arrestin translocation – imaging, U2OS, beta-arrestin-GFP, zaprinast agonist, primary screen (AID 2058); U2OS GPR35 beta-arrestin-GFP translocation imaging, zaprinast antagonism; higher % means a stronger effect; inhibition, % at 10 µM, or IC50 in µM where a hit was titrated; 0.052% of 290,000 active;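 active = inhibition of at least 50% with at least 30 cells and total cytoplasm GFP at most 10,000,000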
HIV fusion peptide: inhibitors of HIV fusion peptide binding, primary screen, biochemical, uHTS, fluorescence dequenching (AID 1986); cell-free peptide binding, fluorescence dequenching, 30 min; higher % means a stronger effect; inhibition, % at 20 µM, or IC50 in µM where a hit was titrated; 0.3% of 290,000 active; in the data active = inhibition mostly above about 52%, no sharp cut-off; inactive = mostly below about 76%; note: some results filed as inactive read as strong as hits
NS5 inhibitors pilot replicate: second read-out of NS5 inhibitors, no call of its own (marks repeat the call); inhibition, %; measured here: pilot screen replicate inhibition
Numbers without * were called inactive; / = no result given; [ ] = dose if it differs, or a comment. Rows were taken by chance, and some 1.5% of all compounds hit somewhere here.

SMILES	NS5 inhibitors	SV40 large T antigen	GPR55 LPI antagonism	Rac1 GTP hydrolysis	UTI89 phage lysis	Salmonella PhoP GFP	RSV antiviral HEp-2	GPR35 arrestin U2OS	HIV fusion peptide	others
Cn1c(SCc2ccc(F)cc2)nnc1-c1ccccn1	-3%	22%	7%	6%	-0.1%	15%	0.9%	4%	-0.4%	NS5 inhibitors pilot replicate=3.7
NC(=NCCc1c[nH]c2ccccc12)NC(=O)c1ccc(F)cc1	2%	21%	13%	17%	1.6%	33%	/	4%	0.7%
O=C(/C=C/c1ccc(S(=O)(=O)N2CCOCC2)cc1)NCc1ccccc1F	-3%	/	/	2%	0.2%[50 µM]	/	0.8%	/	/
Cc1ccc(CSc2ncn(-c3ccccc3)n2)cc1	-3%	2%	5%	8%	3.3%	12%	3.9%	18%	-2.7%
O=C(NC(Cc1ccccc1)C(=O)O)C1CCN(S(=O)(=O)c2ccccc2C(F)(F)F)CC1 (configuration not stated)	-1%	9%	4%	8%	0.1%	-3%	0.0%	9%	-0.9%
O=C(CN1C(=O)NC2(CCCCC2)C1=O)Nc1ccccc1N1CCCC1	-2%	14%	/	5%	1.1%[50 µM]	6%	-1.4%	/	/
CCNC(=S)N/N=C/c1cn(Cc2ccccc2F)c2ccccc12	0%	0%	7%	7%	1.7%	11%	16%	-13%	-2.7%
Cc1ccc(S(=O)(=O)Nc2ccc(-n3c(C)nc4ccccc4c3=O)cc2)cc1	-4%	6%	/	4%	-0.1%[50 µM]	11%	3.4%	/	/
N#C/C(=C\c1ccc(OCC(N)=O)cc1)S(=O)(=O)c1ccccc1	-2%	-2%	20%	4%	0.2%	-5%	1.1%	-3%	0.6%
COc1ccc([N+](=O)[O-])cc1NC(=O)C(C)OC(=O)/C=C/c1ccco1 (configuration not stated)	-3%	7%	11%	11%	1.5%	1%	15%	6%	-1.4%
COC(=O)c1c(NC(=O)CCc2ccc(C)o2)sc(C)c1C	/	4%	-7%	-4%	-0.2%	7%	2.1%	2%	4.1%
CCOc1ccc(C(=O)NC(=S)Nc2ccc(N3CCCCC3)cc2)cc1[N+](=O)[O-]	-1%	7%	9%	104%	7.2%	47%	0.8%	-10%	11%
O=c1c2cc3c(=O)n(CC4CCCO4)c(=O)c3cc2c(=O)n1CC1CCCO1 (configuration not stated)	-3%	-1%	22%	5%	1.0%[50 µM]	-8%	2.1%	11%	-2.0%
COc1cccc(N2CCN(C(=O)c3cc4c(s3)-c3ccccc3OC4)CC2)c1	-3%	2%	-35%	6%	0.0%	/	6.4%	-17%	-0.8%
Cn1c(N)c(C(=O)COC(=O)c2ccc(Br)o2)c(=O)n(C)c1=O	-7%	6%	16%	7%	0.5%	7%	2.9%	17%	2.1%
O=C(C1CSC2(c3ccc(F)cc3)CCC(=O)N12)N1CCCCCC1 (configuration not stated)	-2%	2%	-10%	5%	0.4%	-5%	0.0%	-8%	-1.4%	NS5 inhibitors pilot replicate=-1.2
COc1ccc(/C=C(\NC(=O)c2ccc([N+](=O)[O-])cc2)C(=O)NCCN2CCOCC2)cc1	15%	3%	0%	1%	-0.1%	-5%	0.7%	-1%	-0.5%
COc1ccc(NC(=O)c2c(-c3ccccc3Cl)noc2C)c(OC)c1	-5%	3%	2%	1%	4.0%	-7%	7.5%	5%	0.3%
Cc1cc(Cn2nc(C(=O)NCc3cccs3)cc2-c2ccccc2)on1	-6%	3%	/	4%	1.0%	/	0.8%	/	/
COc1cc(OC)c(NC(=S)Nc2cccc(C)c2)cc1Cl	-2%	11%	7%	25%	2.1%	12%	1.4%	-2%	-1.2%
CSc1nc2cc(Cl)ccc2s1	-6%	-2%	-6%	2%	-0.2%	4%	0.6%	3%	1.4%
Cc1ccc([N+](=O)[O-])c(OCCCN2CCC(Cc3ccccc3)CC2)c1	-5%	0%	/	19%	0.1%	-2%	-0.6%	/	/	NS5 inhibitors pilot replicate=2.7
CCNC(=O)c1c(NC(=O)C2COc3ccccc3O2)sc2c1CCCC2 (configuration not stated)	1%	-3%	100%	4%	0.2%	0%	3.3%	2%	-0.4%
O=C(COC(=O)CCC(=O)c1cccs1)Nc1cccc(F)c1	-9%	/	/	4%	0.6%[50 µM]	/	0.8%	/	/
CC(=O)Nc1ccccc1Sc1ccc2c3c(cccc13)C(=O)N(c1ccc(C)cc1)C2=O	2%	20%	2%	-1%	2.7%[50 µM]	-5%	2.1%	-12%	5.3%

Carrying on.
SMILES	NS5 inhibitors	SV40 large T antigen	GPR55 LPI antagonism	Rac1 GTP hydrolysis	UTI89 phage lysis	Salmonella PhoP GFP	RSV antiviral HEp-2	GPR35 arrestin U2OS	HIV fusion peptide	others
COC(=O)c1c(-c2ccccc2)nn(-c2ccccc2)c1C(=O)OC	-7%	0%	-2%	6%	1.4%	3%	1.0%	2%	-1.6%	NS5 inhibitors pilot replicate=-6.1
Cc1cc(C)c(S(=O)(=O)Nc2ccc(C(=O)O)cc2)cc1S(=O)(=O)Nc1ccc(C(=O)O)cc1	14%	10%	/	10%	4.5%	/	0.4%	/	/
CCCCCCC(=O)N1C/C=C\C(c2ccc(OC)cc2)N(Cc2ccc(F)cc2)C(=O)[C@H]1Cc1ccccc1 (some centres not stated)	/	12%	4%	/	/	1%	4.0%	2%	3.4%
O=C(Cc1cccc(C(F)(F)F)c1)Nc1cc(S(=O)(=O)N2CCOCC2)ccc1N1CCCC1	-3%	/	/	-2%	0.0%[50 µM]	/	0.0%	/	/
Nc1nnc(Cc2ccccc2)s1	-6%	6%	13%	3%	0.1%	20%	0.9%	12%	0.7%
O=C(c1ccc2c(c1)OCO2)N1CCN(c2ccccc2F)CC1	-9%	4%	7%	-3%	-0.2%	10%	0.3%	-18%	-0.3%
O=C(O)c1cc(NN=Nc2cccc(S(=O)(=O)O)c2)cc([N+](=O)[O-])c1	3%	2%	-13%	2%	-0.1%	11%	0.7%	-3%	4.4%
NC(=O)C1c2ccccc2CSc2ccccc21 (configuration not stated)	-8%	8%	-16%	10%	0.1%	5%	-0.3%	-2%	3.0%
CC1(c2ccc3c(c2)OCCO3)NC(=O)N(CC(=O)c2ccc[nH]2)C1=O (configuration not stated)	-2%	/	/	3%	-0.5%	/	0.6%	/	/
Cc1c(CN2CCN(CC(C)(C)C)C(CCO)C2)[nH]c2ccccc12 (configuration not stated)	-3%	10%	8%	-1%	-0.1%	-2%	0.6%	6%	3.2%	NS5 inhibitors pilot replicate=-4.3
O=C1N=C(N2CCCC2)S/C1=C\c1cccc(Br)c1	-5%	3%	21%	15%	-0.4%	5%	9.5%	-8%	-3.9%
Cc1ccc(-c2nc3ncccn3c2Nc2ccc3c(c2)OCO3)o1	8%	34%	8%	28%	2.9%	-1%	-0.2%	-1%	22%
CC1CN(CCCSc2ccc(Cl)cc2)CC(C)O1 (configuration not stated)	-4%	3%	6%	19%	0.0%	4%	-1.6%	-21%	-1.5%
COC(=O)c1ccccc1NC(=O)CN1CCc2ccccc2C1	0%	9%	-6%	8%	0.2%	0%	3.5%	-5%	-0.6%
CCCCN(Cc1ccco1)C(=O)c1cc2c(=O)[nH]c3ccc(C)cc3c2s1	-3%	7%	8%	7%	-1.1%	-5%	6.2%	23%	1.7%
COC(=O)c1cc(NC(=O)C2COc3ccccc3O2)cc(C(=O)OC)c1 (configuration not stated)	-10%	9%	21%	13%	6.5%	1%	-0.5%	-7%	2.3%
N#Cc1c(C#N)c(-c2ccccc2)n(-c2ccc(C(=O)O)cc2)c1N	-3%	33%	4%	7%	0.2%	-11%	0.9%	3%	1.3%
CCn1ccnc1C(O)c1cccc(OC)c1 (configuration not stated)	0%	0%	7%	9%	0.7%	-8%	0.6%	-16%	-1.6%
CCOC(=O)c1cn(Cc2ccc(C)cc2)c2cc(F)ccc2c1=O	-10%	10%	-2%	10%	0.1%	/	2.5%	-11%	-1.8%
COc1ccccc1C(=O)NCCSCc1c(F)cccc1Cl	-5%	6%	1%	4%	0.8%	3%	4.1%	18%	0.5%
O=C(COC(=O)Cn1cnc2ccccc2c1=O)Nc1ccc(Cl)cc1	-4%	0%	-5%	2%	-0.2%	4%	-0.3%	-9%	2.0%
CCOC(=O)N1CCN(Cc2c(NC(=O)c3ccco3)sc(C)c2C)CC1	-7%	3%	-2%	6%	-0.1%	-10%	-2.3%	-15%	-3.0%
Cn1c(SCC(=O)c2c(N)n(C)c(=O)n(C)c2=O)nnc1-c1ccccc1	-2%	16%	23%	15%	2.2%	-3%	0.4%	/	44%
O=C(Oc1ccc(/C=N/NC(=O)c2ccccc2F)cc1)c1ccccc1	3%	-4%	-20%	9%	1.4%[50 µM]	2%	0.4%	8%	0.2%
c1ccc2c(c1)CCc1c(-c3ccncc3)n[nH]c1-2	-8%	/	/	8%	0.6%[50 µM]	/	-1.5%	/	/

(more compounds)
SMILES	NS5 inhibitors	SV40 large T antigen	GPR55 LPI antagonism	Rac1 GTP hydrolysis	UTI89 phage lysis	Salmonella PhoP GFP	RSV antiviral HEp-2	GPR35 arrestin U2OS	HIV fusion peptide	others
CC(=O)c1cccc(NS(=O)(=O)c2ccc3c(c2)oc(=O)n3C)c1	4%	-1%	4%	2%	-0.2%	1%	0.6%	-13%	-3.8%
Cc1cc(C)n(CC(=O)NCc2cc(-c3nn(C)c(=O)c4ccccc34)ccc2C)n1	4%	1%	-6%	2%	3.1%	1%	-1.1%	14%	-2.1%
COc1ccc(N/C=C/C(=C(C#N)C#N)N(C)C)cc1	/	1%	-2%	/	/	2%	-0.1%	2%	-0.9%
Cc1ccc(N)c(C(O)(C(F)(F)F)C(F)(F)F)c1	-7%	-3%	-6%	0%	7.2%	-4%	0.0%	-6%	3.2%
O=C(CSC(=S)N1CCOCC1)c1cc(Br)cc(Br)c1O	3%	7%	-2%	9%	-0.7%	-4%	8.4%	-10%	42%
CC(=O)c1c(C)nn(-c2ccccc2)c1C	-1%	9%	9%	11%	0.0%	-4%	1.8%	-1%	0.3%
Cc1ccc(NC(=O)C2CCN(S(C)(=O)=O)CC2)cc1Cl	-4%	11%	-2%	2%	0.0%	-5%	1.6%	12%	1.2%
COc1cccc(-n2c(SCc3cc(=O)oc4cc(O)c(O)cc34)nc3ccccc3c2=O)c1	10%	>100µM*	0%	18%	0.3%	55%	-2.0%	-6%	40%
CC(O)CNc1ccc(-c2n[nH]c(=O)c3ccccc23)cc1[N+](=O)[O-] (configuration not stated)	1%	10%	7%	1%	0.3%	-4%	1.8%	3%	-0.9%
O=C(NCc1ccccc1Cl)c1csc2c1CCCCC2	-4%	2%	1%	8%	0.0%	-2%	4.6%	6%	2.9%
